Assay outcomes as filed in PubChem.
NCI-60 one-dose screen, 48 h, at 10 µM unless noted. Numbers give growth in % (100 = growth as untreated, 0 = no growth, -100 = all killed).
MDA-MB-231 = MDA-MB-231 breast cancer; AID 1794789; 81,000 compounds, 5% hits
MDA-MB-468 = MDA-MB-468 breast cancer. 78,000 compounds, 8.5% hits
SR = SR leukemia cells. 73,000 compounds, 8.7% hits. AID 1794780
MCF7 = MCF7 breast cancer | 82,000 compounds, 6.3% hits
RPMI-8226 = RPMI-8226 leukemia cells; 77,000 compounds, 7.5% hits
K-562 = K-562 leukemia | 78,000 compounds, 7.4% hits | AID 1794777
MOLT-4 = MOLT-4 leukemia cells; AID 1794779; 80,000 compounds, 6.9% hits
MDA-MB-435 = MDA-MB-435 melanoma. AID 1794794. 82,000 compounds, 7.8% hits
* marks the source's active call; other numbers are inactive results; . = not tested or not shown; & = joins results of further samples. The calls were made as follows: active = growth percent below 10; inactive = the rest.

#1 COc1ccc(Cn2c(C(N)=O)cc3c2-c2nc(NC4CCCCC4)ncc2CCC3)cc1
#2 CC(C(c1ccccc1)C(Br)C(=O)c1ccccc1)[N+](=O)[O-] (stereo not given)
#3 O=CN(Cc1ccccc1)Cc1ccccc1
#4 NS(=O)(=O)c1ccc(-n2ncc(NC(=O)Nc3ccc(F)cc3)c2-c2ccccc2)cc1
#5 CC(C)=CC(=O)N[C@@H]1CC2CCC3C(CC[C@@]4(C)C3CC[C@@H]4C(C)N(C)C)[C@@]2(C)C[C@@H]1O (stereo not given in full)
#6 CC(=O)C1CC2C=CC1CC2 (stereo not given)

screen / no.	1	2	3	4	5	6
MDA-MB-231	82	104	107	104	75	101
MDA-MB-468	79	93	98	98	.	99
SR	70	103	100	73	-40*	.
MCF7	72	95	103	91	34	99
RPMI-8226	66	92	107	80	-2.4*	98
K-562	86	107	102	61	-17*	87
MOLT-4	59	100	106	77	-7.3*	99
MDA-MB-435	79	113	109	108	13	104

#7 CC(C)(C)c1ccc(CC(=O)Nc2sc3c(c2C(N)=O)CCC(=O)C3)cc1
#8 COc1ccc(-c2ccnc(SCc3cc4ccccc4[nH]c3=O)n2)cc1OC
#9 OCC1CCCN(Cc2ccc(-c3ccccc3)cc2)C1 (stereo not given)
#10 Cc1nn(-c2nc(-c3ccc(C(F)(F)F)cc3)c(SC(C)C)s2)c(C(=O)O)c1-c1cccc(F)c1
#11 CN1CCc2cc3c(c4c2[C@H]1[C@@H](O)c1ccccc1-4)OCO3
#12 CCn1c(SCc2ccc(OC)cc2)nnc1-c1nn(-c2ccc(Cl)cc2Cl)c(-c2ccc(Cl)cc2)c1C

screen / no.	7	8	9	10	11	12
MDA-MB-231	-20*	-52*	99	96	84	73
MDA-MB-468	-14*	-9.0*	92	61	76	62
SR	.	40	94	50	103	77
MCF7	5.9*	.	94	59	92	63
RPMI-8226	-21*	45	94	24	92	61
K-562	.	63	87	38	91	78
MOLT-4	.	74	99	54	102	79
MDA-MB-435	1.2*	15	95	91	108	91

#13 CC(C)(O)Cn1cc(-c2ccc3nc(OC4CC4)ccc3c2)c2c(N)ncnc21
#14 O=C(Nc1ccccc1)c1cccc(NC(=O)c2ccco2)c1
#15 COCCn1cc(-c2csc(-c3cn(C(=O)OC(C)(C)C)c4ccc(Br)cc34)n2)c2cccnc21
#16 O=C(NC(Sc1ccc(Cl)cc1)C(=O)O)c1ccccc1 (stereo not given)
#17 CCN(Cc1ccc(Cl)c(Cl)c1)c1ccc2nc(N)nc(N)c2c1C
#18 O=C1c2ccccc2C(=O)N1/N=C/c1ccccc1Cl

screen / no.	13	14	15	16	17	18
MDA-MB-231	46&69	108	72	90	-85*	112
MDA-MB-468	51&89	98	92	103	-84*	95
SR	21&50	97	78	91	.	.
MCF7	40&70	83	84	97	-93*	97
RPMI-8226	40&55	99	93	99	-54*	103
K-562	36&88	98	94	98	-84*	97
MOLT-4	17&57	99	75	82	-59*	104
MDA-MB-435	61&94	97	102	116	-77*	90

#19 CCOC(=O)NC(=O)CSc1n[nH]c(-c2ccc(CC)cc2)n1
#20 Cc1ccc(C)c(C(=O)CC(C)C(=O)O)c1 (stereo not given)
#21 C/C(=C(/c1ccccc1)c1ccc(N2C(=O)c3cccc4c(N5CCN(Cc6ccccc6)CC5)ccc(c34)C2=O)cc1)c1ccccc1
#22 N#Cc1c(NC(=O)Nc2ccccc2Br)sc2c1CCCCC2
#23 O=c1[nH]c2ccccc2cc1CSc1ccc(Nc2nccc(-c3ccc4ccccc4c3)n2)cc1
#24 N#CC1=C(N)Oc2c(c(=O)[nH]c3ccccc23)C12C(=O)Nc1ccccc12 (stereo not given)

screen / no.	19	20	21	22	23	24
MDA-MB-231	99	108	102	94	31	96
MDA-MB-468	.	.	100	100	-3.8*	102
SR	99	.	82	79	81	.
MCF7	95	103	97	92	19	95
RPMI-8226	.	98	81	94	68	99
K-562	64	100	81	93	64	107
MOLT-4	99	88	89	97	75	99
MDA-MB-435	120	111	97	93	70	105

Fetched by compound from the entries so far, five records:
#23 O=c1[nH]c2ccccc2cc1CSc1ccc(Nc2nccc(-c3ccc4ccccc4c3)n2)cc1
#20 Cc1ccc(C)c(C(=O)CC(C)C(=O)O)c1 (stereo not given)
#19 CCOC(=O)NC(=O)CSc1n[nH]c(-c2ccc(CC)cc2)n1
#24 N#CC1=C(N)Oc2c(c(=O)[nH]c3ccccc23)C12C(=O)Nc1ccccc12 (stereo not given)
#21 C/C(=C(/c1ccccc1)c1ccc(N2C(=O)c3cccc4c(N5CCN(Cc6ccccc6)CC5)ccc(c34)C2=O)cc1)c1ccccc1

screen / no.	23	20	19	24	21
MDA-MB-231	31	108	99	96	102
MDA-MB-468	-3.8*	.	.	102	100
SR	81	.	99	.	82
MCF7	19	103	95	95	97
RPMI-8226	68	98	.	99	81
K-562	64	100	64	107	81
MOLT-4	75	88	99	99	89
MDA-MB-435	70	111	120	105	97

Later entries:
#25 CCCSc1nnc(-c2c(C)nc3sccn23)o1
#26 CCNC(=O)Oc1ccc(/C(=C(/C)Cc2ccc(OC)cc2)c2ccc(OCCN3CCCCC3)cc2)cc1
#27 CCC(C)NCC(=O)O (stereo not given)
#28 CC1OC(OC2C(Oc3cc(O)c4c(c3)O[C@H](c3ccc(O)cc3)CC4=O)OC(CO)C(O)C2O)C(O)C(O)C1O (stereo not given in full)
#29 C[N+](C)(C)C(Cc1ccccc1)c1ccccc1 (stereo not given)
#30 CC1=C(Cl)C(=O)c2cc(C)ccc2C1=O

screen / no.	25	26	27	28	29	30
MDA-MB-231	75	78	111	108	103	103
MDA-MB-468	-23*	42	100	113	66	95
SR	120	-32*	93	98	92	89
MCF7	23	30	103	94	91	91
RPMI-8226	70	22	90	103	94	100
K-562	88	0.4*	96	105	107	102
MOLT-4	94	31	106	96	106	98
MDA-MB-435	105	68	101	108	101	105

#31 O=C1C(=O)c2ccccc2C(O)=C1CC=C1CCCC1
#32 CCN1CCN(C(=O)[C@]23CC[C@@H](C)[C@H](C)[C@@H]2C2=CC[C@@H]4[C@@]5(C)C/C(=C/c6ccccn6)C(=O)C(C)(C)[C@@H]5CC[C@@]4(C)[C@]2(C)CC3)CC1
#33 CC[C@]1(O)CC2CN(CCc3c([nH]c4ccccc34)C(C(=O)OC)(c3cc4c(cc3OC)N(C=O)[C@H]3[C@@](O)(C(=O)OC)[C@H](OC(C)=O)[C@]5(CC)[C@@H]6C[C@@H]6CN6CC[C@]43[C@@H]65)C2)C1 (stereo not given in full)
#34 CCOc1ccc2nc(C)cc(Nc3ccc(S(=O)(=O)Nc4cc(C)on4)cc3)c2c1
#35 CCCCn1c(C)nc2cc(Nc3nc(Cl)nc4nc[nH]c34)ccc21
#36 CNCCCn1c2c(c3ccc([N+](=O)[O-])cc3c1=O)C(=O)c1cc(OC)cnc1-2

screen / no.	31	32	33	34	35	36
MDA-MB-231	87	87	-28*	99	75	-52*
MDA-MB-468	118	98	23	110	44	-40*
SR	78	77	13	.	67	2.2*
MCF7	101	79	12	96	75	0.9*
RPMI-8226	100	84	23	107	65	-26*
K-562	107	92	27	107	90	-29*
MOLT-4	99	75	13	98	64	-11*
MDA-MB-435	114	93	-53*	100	90	-77*

#37 Cc1ccc(Nc2ncc3c(=O)[nH][nH]c(=O)c3n2)cc1
#38 CC(=O)Nc1c(Cl)cc2c(c1Cl)Cc1c-2cc(Br)c(N)c1Br
#39 Cc1cc(C(=O)Nc2cc(Nc3ncccc3-c3ncnc4nc[nH]c34)ccc2F)cc(C(F)(F)F)c1
#40 Cc1cccc(C)c1[C@H]1C[C@@](C)(O)[C@@H]2CC[C@@H](C)C[C@H]2O1
#41 CCOC(=O)c1nc2c3ccccc3ccn2c1C(=O)OCC
#42 O=C(O)c1ccc(Nc2ncnc3c2cnn3-c2cccc(F)c2)cc1

screen / no.	37	38	39	40	41	42
MDA-MB-231	115	93	23	108	98	96
MDA-MB-468	113	98	94	92	109	106
SR	102	142	51	103	103	89
MCF7	103	62	67	97	96	99
RPMI-8226	120	120	54	110	96	94
K-562	.	101	4.4*	100	99	92
MOLT-4	107	108	47	99	95	97
MDA-MB-435	97	.	26	102	105	101

#43 Cn1cc(C2=C(c3coc4ccc(F)cc34)C(=O)NC2=O)c2cc(Br)ccc21
#44 COc1ccc(CCNC(=O)C2CCN(c3nc(C(F)(F)F)ccc3C#N)CC2)cc1
#45 OCCOc1ccc(OCCO)cc1
#46 CCCN1CCc2c(sc3c2c(N2CCCC2)nc2nnnn23)C1
#47 COc1ccc(-c2ccc(-c3ccc(C(=N)N)cc3)s2)cc1OC
#48 O=[N+]([O-])c1ccc(Sc2ccc([N+](=O)[O-])cc2)cc1

screen / no.	43	44	45	46	47	48
MDA-MB-231	98	113	99	97	100	95
MDA-MB-468	70	91	102	112	103	96
SR	74	62	103	89	37	.
MCF7	77	77	94	94	76	97
RPMI-8226	88	90	101	101	66	97
K-562	62	59	87	85	25	137
MOLT-4	68	90	98	87	82	.
MDA-MB-435	89	93	109	95	94	106

#49 COC(=O)[C@@H](OC(=O)NS(=O)(=O)N(c1ccc(F)cc1)C1CCN(C(=O)c2ccc(F)cc2)CC1)C(C)C
#50 COc1ccc(/C=C(\C#N)n2nnc3cc(NC(=O)c4ccccc4SC)ccc32)cc1
#51 COc1ccc(C=NC2C(O)OC(CO)C(O)C2O)cc1 (stereo not given)
#52 COc1ccc2nc(Cl)c(-c3cc(-c4ccccc4)nc(=O)[nH]3)cc2c1
#53 Cc1cc(C(O)(c2ccc(Nc3ccccc3)cc2)c2ccc(Nc3ccc(S(=O)(=O)O)cc3)cc2)ccc1N (stereo not given)
#54 COc1ccc(C(=O)CCN(Cc2ccccc2)Cc2cc(OC)c(OC)c(OC)c2)cc1

screen / no.	49	50	51	52	53	54
MDA-MB-231	105	.	105	.	-52*	112
MDA-MB-468	88	77	101	29	-71*	85
SR	127	67	76	.	7.1*	.
MCF7	93	73	107	10	-3.2*	.
RPMI-8226	.	82	.	-15*	-29*	78
K-562	.	76	99	5.0*	8.7*	107
MOLT-4	86	85	82	-11*	8.2*	92
MDA-MB-435	99	84	103	76	-67*	103

#55 COc1cc(-c2nc(SCCC(C)C)nc(Nc3cccc4ccccc34)c2C#N)cc(OC)c1OC
#56 CCN1C(=O)N(CC)C2C1NC(=S)N2/N=C/C=C/c1cccs1 (stereo not given)
#57 N/C(=N\C(N)=N\c1nc2ccccc2s1)c1ccc(I)cc1
#58 CCCC(=O)OCCCOCCCOc1ccccc1
#59 CCn1ncc(N=O)c1N
#60 CCc1nn2c(-c3ccc(OC)cc3)c(-c3cc(OC)c(OC)c(OC)c3)nc2s1

screen / no.	55	56	57	58	59	60
MDA-MB-231	45	27	88	109	101	72
MDA-MB-468	94	7.6*	105	103	.	72
SR	16	18	43	90	109	41
MCF7	84	18	97	100	100	32
RPMI-8226	55	25	99	106	101	80
K-562	42	11	88	103	103	73
MOLT-4	45	20	85	105	107	68
MDA-MB-435	75	-27*	102	106	113	44
